Source: PubChem BioAssay
Mcl-1 Bim block: human Bim-Mcl-1 interaction inhibition; actives 0.1% (n = 190,000); inhibition, % at 10 µM; Q07820; Bead-based flow cytometry, Bim peptide-Mcl-1 binding;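 also: 0% = no compound tracer wells and 100% = peptide blocker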
Target sequence (Q07820 whole entry, looked up): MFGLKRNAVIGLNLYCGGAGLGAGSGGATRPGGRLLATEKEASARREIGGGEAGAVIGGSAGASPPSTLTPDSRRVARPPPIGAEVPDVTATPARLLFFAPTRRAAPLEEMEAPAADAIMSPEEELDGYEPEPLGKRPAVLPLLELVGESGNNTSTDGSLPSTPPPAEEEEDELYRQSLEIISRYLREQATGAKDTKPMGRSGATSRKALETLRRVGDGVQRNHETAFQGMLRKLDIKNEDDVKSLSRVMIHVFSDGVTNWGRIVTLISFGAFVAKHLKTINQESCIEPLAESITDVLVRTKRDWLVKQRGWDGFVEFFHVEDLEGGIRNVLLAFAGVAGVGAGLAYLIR
RGS8-Gao reg: modulates binding of RGS8 to human Galphao; actives 0.34% (n = 220,000); P09471; multiplexed bead flow cytometry; actives lie on both sides; response (percent of control binding), % at 10 µM; in the data active = response below about 60% or above about 140%; inactive = in between;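 also: Galphao activated as the GDP aluminium fluoride complex binding bead-coupled RGS8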
Bcl-2 Bim block: inhibitors of Bim-Bcl-2 interaction, human; actives 0.06% (n = 190,000); Bead-based flow cytometry, Bim peptide-Bcl-2 binding; inhibition, % at 10 µM; P10415; in the data active = inhibition above about 40%; inconclusive = no clear call, values can overlap the other calls;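 also: 0% = no compound wells with probe peptide and 100% = reference peptide inhibitor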
Target sequence (P10415 whole entry, looked up): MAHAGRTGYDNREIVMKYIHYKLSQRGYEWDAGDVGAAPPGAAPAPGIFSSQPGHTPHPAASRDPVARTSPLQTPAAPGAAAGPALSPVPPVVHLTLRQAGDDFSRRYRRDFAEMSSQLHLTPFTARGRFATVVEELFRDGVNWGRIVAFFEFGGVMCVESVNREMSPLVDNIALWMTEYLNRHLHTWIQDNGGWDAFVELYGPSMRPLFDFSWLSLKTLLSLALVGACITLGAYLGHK
Mcl1-Bid inh: Mcl-1/Bid interaction inhibition; TR-FRET Mcl-1/Bid-Dy647 peptide binding, 1536-well; inhibition, % at 21.7 µM; actives 0.97% (n = 220,000); AID 1021;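 active = compounds that cut the binding signal by more than half at the single screening dose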;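 also: His-tagged Mcl-1 with europium anti-His antibody binding Bid BH3 peptide; 0% = Mcl-1 plus peptide wells and 100% = peptide-only wells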
RGS7-Gao reg: human RGS7-Galphao interaction regulation | AID 1439 | actives 0.35% (n = 220,000) | Multiplexed bead flow cytometry, RGS7-Galphao binding; actives lie on both sides | binding response (% of control), % at 10 µM; in the data active = binding response below about 49% or above about 150%; inconclusive = no clear call, values can overlap the other calls; inactive = in between;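 also: fluorescent Galphao held in activated GDP-AlF4 state binding bead-coupled RGS7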
Mcl1 Noxa PPI: disrupts binding of human Mcl-1 to Noxa peptide; Q07820; TR-FRET Mcl-1/Noxa peptide binding, 2 h; inhibition, % at 21.7 µM; actives 1.5% (n = 220,000); AID 1022;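 active = compounds that cut the protein-peptide binding signal by more than 50% relative to plate controls in a single-dose test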;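 also: His-tagged Mcl-1 with rhodamine Noxa BH3 peptide and terbium anti-His antibody; 0% = Mcl-1 plus Noxa peptide wells and 100% = peptide-only wells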
Bcl-W Bim block: disrupts Bim peptide binding to human Bcl-W | Q92843 | bead-based flow cytometry | inhibition, % at 10 µM | actives 0.02% (n = 190,000) | AID 952;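 also: 0% = bound tracer without compound and 100% = peptide blocker; higher means less fluorescent Bim peptide bound to Bcl-W beads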
Target sequence (Q92843 whole entry, looked up): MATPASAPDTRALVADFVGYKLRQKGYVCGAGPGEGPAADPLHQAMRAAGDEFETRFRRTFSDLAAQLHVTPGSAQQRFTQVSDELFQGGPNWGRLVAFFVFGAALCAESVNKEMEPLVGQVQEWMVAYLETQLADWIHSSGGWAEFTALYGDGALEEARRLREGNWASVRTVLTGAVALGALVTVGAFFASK
Bim-Bfl-1: disrupts Bim binding to human Bfl-1 | Q16548 | Bead-based flow cytometry, Bim-Bfl-1 binding inhibition | inhibition, % at 10 µM | actives 0.12% (n = 190,000) | AID 1008;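 also: 0% = wells without compound plus tracer and 100% = blocker peptide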
RGS4-Gao reg: modulates binding of RGS4 to human Galphao | P09471 | Multiplexed bead flow cytometry; actives lie on both sides | binding response (% of control), % at 10 µM | actives 0.33% (n = 220,000); in the data active = binding response below about 49% or above about 150%; inactive = in between;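 also: fluorescent Galphao activated with aluminum fluoride binding bead-coupled RGS4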
Bim-Bcl-XL: inhibitors of Bim-Bcl-XL interaction, human. Q07817. Bim peptide-Bcl-XL binding, bead flow cytometry, fluorescence. inhibition, % at 10 µM. actives 0.04% (n = 190,000)
Target sequence (Q07817 whole entry, looked up): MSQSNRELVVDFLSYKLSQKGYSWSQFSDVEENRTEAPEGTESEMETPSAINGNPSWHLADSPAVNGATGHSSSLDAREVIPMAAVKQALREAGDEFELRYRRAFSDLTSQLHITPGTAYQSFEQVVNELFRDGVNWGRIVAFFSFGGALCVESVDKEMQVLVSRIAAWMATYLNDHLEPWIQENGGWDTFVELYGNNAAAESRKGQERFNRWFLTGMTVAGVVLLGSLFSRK
Bim-Bcl-B: disrupts Bim peptide binding to human Bcl-B; inhibition, % at 10 µM; AID 951; actives 0.073% (n = 190,000); bead-based flow cytometry;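 also: 0% = tracer peptide without compound and 100% = reference inhibitor peptide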
* hit, by the source's call; ? = inconclusive; · = not tested or not shown. Rule as the data show it, unless noted: active = inhibition above about 40%. Outcome played no part in choosing rows; 2.7% or so of the library scored in one or more.

Results follow in this order: RGS4-Gao reg, Bim-Bfl-1, Bim-Bcl-XL, RGS7-Gao reg, RGS8-Gao reg, Bcl-W Bim block, Bim-Bcl-B, Bcl-2 Bim block, Mcl-1 Bim block, Mcl1 Noxa PPI, Mcl1-Bid inh
O=C(CS(=O)CC(=O)N(c1cccc(F)c1)C(C(=O)NC1CCCCC1)c1ccco1)Nc1ccc(F)cc1 (centres undefined)
→ 97.5, 0.0, -2.0, 96.8, 99.1, -4.0, -5.0, -1.0, -2.0, -2.1, -24.2
Nc1ccccc1N1CCOCC1
→ 97.8, 0.0, -1.0, 99.5, 96.0, 1.0, -3.0, -4.0, 1.0, 2.0, -33.3
NC(=O)COC(=O)CNC(=O)c1cc(Cl)cc([N+](=O)[O-])c1
→ 103.1, -3.0, -6.0, 104.1, 104.7, -2.0, -1.0, -5.0, -4.0, 12.6, 3.3
Oc1c(Cl)cc(Cl)cc1C=Nc1ccccc1N1CCCC1
→ 94.9, 10.0, 38.0, 89.0, 100.9, 26.0, 28.0, 17.0, 14.0, -5.8, -86.3
CCOc1ccc2c(c1)C(c1ccc(C)o1)=NNC(c1ccncc1)=N2
→ 95.6, -2.0, 1.0, ?, 99.3, 1.0, -1.0, -1.0, -1.0, 20.6, -32.2
CSc1ccc(C#N)cc1NC(=O)c1ccc(Cl)cc1
→ 92.3, -4.0, 0.0, 100.3, 99.3, -3.0, -1.0, -2.0, -2.0, -13.4, -25.7
O=C(Cc1ccccc1[N+](=O)[O-])NCCCN1CCOCC1
→ 104.9, -3.0, -3.0, ?, 102.0, 1.0, -2.0, -2.0, -1.0, 14.1, -20.5
COc1ccc(N2C(=O)CC(Sc3ncn[nH]3)C2=O)c(OC)c1 (centres undefined)
→ 103.7, -24.0, -11.0, 98.7, 100.9, -2.0, -6.0, -6.0, -1.0, 45.4, -98.3
Cc1c(C(=O)Nc2ccc(Oc3ccccc3)cc2)sc2nc3n(c(=O)c12)CCC3
→ 98.1, -1.0, -2.0, 99.4, 96.2, -2.0, 0.0, -3.0, -3.0, 5.2, -13.7
O=C(Nc1ccccn1)C(F)(F)C(F)(F)C(F)(F)C(F)(F)C(=O)Nc1ccccn1
→ 101.9, -5.0, 0.0, 99.8, 98.3, 2.0, -3.0, -1.0, 0.0, 3.0, -16.9
CN(C)S(=O)(=O)c1cc(C(=O)NCCCn2ccc3ccccc32)ccc1Cl
→ 111.6, -10.0, 4.0, 106.0, 107.2, -1.0, -8.0, -10.0, 1.0, -4.0, -3.6
COc1ccc(CCNC(=O)CSCC(=O)Nc2ccccc2)cc1OC
→ 99.7, ·, ·, ?, 98.3, ·, ·, ·, ·, -18.9, -17.9
C[N+]1(CC(=O)OC2CCCCCCCCCCC2)CCCC1
→ 76.8, 7.0, 8.0, 85.0, 85.0, 2.0, 2.0, 7.0, 1.0, 24.5, 15.9
Nc1cc(=O)[nH]c(=O)n1-c1ccc(Cl)cc1
→ 97.5, ·, ·, ?, 97.7, ·, ·, ·, ·, 20.1, -24.3
COc1ccccc1/C=C(/C(=O)OCC(=O)NCc1ccccc1)c1ccccc1
→ 102.1, -13.0, -7.0, 100.6, 100.5, -2.0, -6.0, -4.0, -3.0, -3.4, 2.8

Just RGS7-Gao reg and Mcl-1 Bim block, for some of the entries so far:
SMILES | RGS7-Gao reg | Mcl-1 Bim block
COc1ccc(CCNC(=O)CSCC(=O)Nc2ccccc2)cc1OC | ? | ·
O=C(Nc1ccccn1)C(F)(F)C(F)(F)C(F)(F)C(F)(F)C(=O)Nc1ccccn1 | 99.8 | 0.0

Next section.
Results follow in this order: RGS4-Gao reg, Bim-Bfl-1, Bim-Bcl-XL, RGS7-Gao reg, RGS8-Gao reg, Bcl-W Bim block, Bim-Bcl-B, Bcl-2 Bim block, Mcl-1 Bim block, Mcl1 Noxa PPI, Mcl1-Bid inh
CCN1C(=O)N(C(C)=O)C2C1N(C(C)=O)C(=O)N2C(C)=O (centres undefined)
→ 101.2, -5.0, -2.0, 102.8, 101.3, 0.0, -3.0, -5.0, -1.0, -0.7, 53.3*
CCOc1ccc2nc(SCC(=O)N3CCCc4ccccc43)sc2c1
→ 102.9, -1.0, -4.0, 101.2, 102.0, -8.0, -6.0, 0.0, -2.0, -1.7, -5.8
COc1cc(/C=C/c2nc3ccc([N+](=O)[O-])cc3s2)ccc1OCC(=O)O
→ 106.7, ·, ·, ?, 101.8, ·, ·, ·, ·, 35.7, -6.0
O=C(NCc1ccccc1)C(=O)NCC1OCCN1C(=O)c1cccs1 (centres undefined)
→ 98.0, 0.0, -8.0, 101.0, 100.3, -6.0, -6.0, 0.0, -6.0, 4.2, -47.9
CCCCn1c(=N)n(CC(=O)c2ccc(Br)s2)c2ccccc21
→ 102.6, ·, ·, ?, 103.5, ·, ·, ·, ·, 9.5, -16.3
CC(C)C(C)(C#N)NC(=O)CSc1nnc(-c2ccncc2)n1Cc1ccccc1 (centres undefined)
→ 102.8, -9.0, -3.0, 101.9, 99.8, 0.0, -10.0, -11.0, -1.0, -3.8, -15.7
COc1ccc(/C=N/n2cnc3c([nH]c4ccc(C)cc43)c2=O)cc1CN1CCCC1
→ 104.2, ·, ·, ?, 103.2, ·, ·, ·, ·, 27.3, -2.1
O=C(CN1CCCCCC1)Nc1ccc(F)c(F)c1
→ 99.1, -4.0, -6.0, 98.7, 97.0, -1.0, 0.0, -36.0, -5.0, 26.3, 47.2
Cc1ccccc1NC(=O)Nc1ccccc1C(=O)NCc1ccccc1
→ 101.6, 0.0, -4.0, 97.6, 101.5, -1.0, -2.0, -2.0, -2.0, -2.5, -2.1
COc1ccc(-c2ccc(SCC(=O)N3c4ccccc4CC3C)nn2)cc1OC (centres undefined)
→ 99.7, -8.0, -3.0, 99.7, 103.7, 1.0, -7.0, -5.0, 0.0, -19.2, -25.0
CSc1cnc2c(N)nc(N(C)C)nc2n1
→ 100.6, -1.0, -5.0, 100.3, 100.0, -2.0, -4.0, -1.0, -3.0, 13.4, 3.0
Cc1ccc(-c2nn3nnnc3c3ccccc23)cc1
→ 102.3, -2.0, -5.0, 101.1, 101.1, 0.0, -1.0, -3.0, 1.0, -8.9, 7.4
CCc1[nH]c(=O)[nH]c1C(C)S(=O)(=O)c1ccc(C)cc1 (centres undefined)
→ 99.3, 1.0, 4.0, 103.9, 99.4, 2.0, -13.0, 1.0, 3.0, 16.7, -39.0
Cc1ccc(S(=O)(=O)c2c(C)nn(C(C)(C)C)c2OC(=O)CC(C)C)cc1
→ 98.0, -7.0, -4.0, ?, 99.8, -3.0, -5.0, -2.0, 0.0, 6.1, -17.4
COC(=O)c1ccc(CN(c2ccccc2Cl)S(C)(=O)=O)cc1
→ 101.6, -10.0, -4.0, ?, 102.9, -7.0, -3.0, -6.0, 0.0, 8.4, -7.2

Another view of some results above:
COc1ccc(/C=N/n2cnc3c([nH]c4ccc(C)cc43)c2=O)cc1CN1CCCC1
  RGS4-Gao reg = 104.2 | Bim-Bfl-1 = · | Bim-Bcl-XL = · | RGS7-Gao reg = ? | RGS8-Gao reg = 103.2 | Bcl-W Bim block = · | Bim-Bcl-B = · | Bcl-2 Bim block = · | Mcl-1 Bim block = · | Mcl1 Noxa PPI = 27.3 | Mcl1-Bid inh = -2.1
O=C(CN1CCCCCC1)Nc1ccc(F)c(F)c1
  RGS4-Gao reg = 99.1 | Bim-Bfl-1 = -4.0 | Bim-Bcl-XL = -6.0 | RGS7-Gao reg = 98.7 | RGS8-Gao reg = 97.0 | Bcl-W Bim block = -1.0 | Bim-Bcl-B = 0.0 | Bcl-2 Bim block = -36.0 | Mcl-1 Bim block = -5.0 | Mcl1 Noxa PPI = 26.3 | Mcl1-Bid inh = 47.2

(cont.)
Results follow in this order: RGS4-Gao reg, Bim-Bfl-1, Bim-Bcl-XL, RGS7-Gao reg, RGS8-Gao reg, Bcl-W Bim block, Bim-Bcl-B, Bcl-2 Bim block, Mcl-1 Bim block, Mcl1 Noxa PPI, Mcl1-Bid inh
CCOC(=O)CSC1=C(C#N)C(c2ccc(C)s2)CC(=O)N1 (centres undefined)
→ 95.8, -11.0, -2.0, 93.8, 97.3, 2.0, -9.0, -6.0, -2.0, 20.3, -4.8
O=C(NC1CCCC1)C(NS(=O)(=O)c1cccc2nsnc12)c1ccccc1 (centres undefined)
→ 94.5, 0.0, -1.0, 95.0, 99.1, -1.0, -3.0, 0.0, 1.0, 33.3, 1.9
Cc1cccc(C(=O)Oc2ccccc2C(=O)N2CCOCC2)c1
→ 103.4, ·, ·, ?, 104.4, ·, ·, ·, ·, 2.5, -61.5
COc1cc(S(=O)(=O)N(Cc2ccccc2)CC2CCCO2)ccc1-n1cnnn1 (centres undefined)
→ 95.0, 0.0, -2.0, 101.6, 85.8, -2.0, 1.0, 1.0, -1.0, -9.0, -8.1
Cn1c(=O)c2c(-c3ccccc3)n(N3CCOCC3)cc2n(C)c1=O
→ 102.3, 0.0, 1.0, 95.7, 103.9, -2.0, 0.0, 0.0, 1.0, -2.4, -52.8
CCN(CC)S(=O)(=O)c1cccc(C(=O)/C=C2/N(C)c3ccccc3C2(C)C)c1
→ 94.8, 0.0, -7.0, 95.0, 97.5, -5.0, -8.0, -6.0, -5.0, -6.3, -40.5
CCN(CC)C(=O)CSc1nc2cc(OC)c(OC)cc2c(=O)n1Cc1ccc(Cl)cc1
→ 100.5, -12.0, -10.0, 98.4, 100.3, -1.0, -9.0, -7.0, -4.0, ·, 20.4
CCN(CC)c1ccc(NC(=O)c2ccc(Cl)nc2)cc1
→ 98.7, 6.0, -1.0, 99.5, 106.1, -3.0, -11.0, -3.0, -8.0, 32.6, -40.5
Cc1cc(C)n(CC(O)CN(c2ccccc2)S(=O)(=O)c2ccc3ccccc3c2)n1 (centres undefined)
→ 13.8*, 1.0, -2.0, 1.4*, 15.0*, -2.0, -3.0, 1.0, 0.0, 11.3, -14.7
CCOc1cc(/C=C2\SC(=O)N(CC(=O)Nc3ccccc3F)C2=O)cc([N+](=O)[O-])c1O
→ 100.6, -7.0, -2.0, 102.0, 101.8, -2.0, 0.0, 2.0, 0.0, 32.1, -12.6
Cc1onc(-c2ccccc2)c1C(=O)NC(=S)Nc1sc2c(c1C#N)CCCC2
→ 111.9, -3.0, -1.0, 112.9, 108.1, -1.0, 1.0, -4.0, -4.0, 44.1, 7.1
Cc1ccccc1S(=O)(=O)c1cc(C#N)c(=O)[nH]c1N
→ 99.8, -6.0, 0.0, 102.3, 101.7, -1.0, -2.0, 0.0, 0.0, -4.5, -4.8
CCOc1ccc2c(c1)c(N=O)c(O)n2C
→ 99.8, -2.0, -2.0, 100.7, 98.9, -2.0, -3.0, -2.0, -1.0, 19.8, -11.7
CCOC(=O)c1cc(CC)sc1/N=C/C1C(=O)CCCC1=O
→ 96.9, -7.0, -4.0, ?, 99.4, 1.0, -5.0, -5.0, -2.0, 15.6, -43.6
O=C(c1ccc([N+](=O)[O-])cc1)N(Cc1ccc(Br)cc1)N1C(=O)CCCC1=O
→ 100.3, -12.0, -3.0, 97.2, 99.8, 5.0, -6.0, -4.0, -1.0, -9.3, -35.7
CCOC(=O)CSC1=C(C#N)C(c2ccc(F)cc2)C(C(C)=O)=C(C)N1 (centres undefined)
→ 100.5, -8.0, -3.0, 97.3, 100.6, -1.0, -9.0, -13.0, -1.0, -1.3, -31.5
